# Screening results as filed in PubChem BioAssay.
# VHR inh color: VHR1 phosphatase inhibitors, primary screen, biochemical, colorimetric, HTS; inhibition, % at 20 µM; AID 1992, 2009; Dual specificity protein phosphatase 3 (Homo sapiens), P51452; recombinant VHR phosphatase, colorimetric substrate read-out; hit rate 0.7% among 50,000; in the data active = inhibition above about 60%; also: some results filed as inactive read as strong as hits
# Target sequence (P51452 whole entry, looked up): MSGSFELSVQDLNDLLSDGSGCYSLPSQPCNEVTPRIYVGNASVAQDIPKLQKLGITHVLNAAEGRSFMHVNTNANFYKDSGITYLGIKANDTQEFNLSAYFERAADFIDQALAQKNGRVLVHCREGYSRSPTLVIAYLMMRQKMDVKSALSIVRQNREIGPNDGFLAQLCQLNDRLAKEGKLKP
# * = called active by the depositor; & = joins results of further samples. These rows are one share of the data. The share of hits here may be higher or lower than overall.
SMILES,VHR inh color
COc1cc(/C=C(\C)[N+](=O)[O-])cc(OC)c1OC,1.0
O=C(Nc1ccccc1C(F)(F)F)c1ccc2ccccc2c1,15.5
COc1ccccc1/C=C/C(=O)c1c(-c2ccccc2Cl)c2cc(Br)ccc2[nH]c1=O,-11.6
Cc1ccc2nc(/C(C#N)=C\c3ccc(Br)cc3)[nH]c2c1,-9.4
COc1cccc(C(=O)NNC(=O)CCCOc2ccc(Cl)cc2Cl)c1,-15.5
O=C(/C=C/c1cccc(C(F)(F)F)c1)Nc1cccc(Cl)c1,-19.3
CC(=O)Nc1ccc(NC(=S)NC(=O)c2ccco2)cc1,-11.2
Cc1c(Cl)cccc1NC(=O)/C(C#N)=C/c1cccc(O)c1,15.6
COc1ccc(C2=C/C(=C/c3cccs3)C(=O)O2)cc1,-9.3
CCCOc1cccc(C(=O)Nc2cccc(NC(=O)c3cccc(Cl)c3)c2)c1,2.8
Cc1ccccc1OCC(=O)Nc1ccc(O)c(-c2nc3ccccc3o2)c1,11.9
O=C(c1ccccc1Br)N1N=C(c2ccccc2)CC1(O)C(F)(F)F (centres undefined),13.1
COc1cc(/C=N/N2CCN(Cc3cccc4ccccc34)CC2)cc(Br)c1O,1.4
C/C(=N/Nc1ccc([N+](=O)[O-])cc1)c1ccc2c(c1)C1C=CCC1C(c1cccc([N+](=O)[O-])c1)N2 (centres undefined),-1.1
Cc1cc(S(=O)(=O)c2ccc(Cl)cc2)c(C)c(S(=O)(=O)N2CCOCC2)c1,5.5
COc1ccc(/C(O)=C2\C(=O)C(=O)N(CCc3ccccc3)C2c2cccc(F)c2)cc1 (centres undefined),-12.6
Cc1ccc(OCC(=O)Oc2ccc(C(=O)c3ccccc3)cc2C)c(C)c1,-2.1
Cn1ncc([N+](=O)[O-])c1/C=C/N1CCOCC1,-7.9
Cc1occc1C(=O)N/N=C/c1ccc(-c2cccc([N+](=O)[O-])c2)o1,-2.0
O=C1OC(c2ccc(Cl)cc2)=C/C1=C\c1ccc(-c2ccccc2C(=O)O)o1,27.4
CC1CCCN(C(=O)Cc2ccc(Cl)cc2)C1 (centres undefined),7.4
COc1ccc(/C=C/C(=O)O)cc1S(=O)(=O)N1CCCCCC1,-4.5
Cn1c(=O)c([N+](=O)[O-])c(N2CCN(C(c3ccccc3)c3ccccc3)CC2)c2ccccc21,-3.5
CC1(C)CC(=O)C2=C(C1)OC(c1ccccc1)=CC2c1ccccc1 (centres undefined),-16.8
O=C(c1cccs1)N1CCN(Cc2ccccc2)CC1,-7.8

# Among those listed so far, 2 contain an NH in an aromatic ring.
SMILES,VHR inh color
COc1ccccc1/C=C/C(=O)c1c(-c2ccccc2Cl)c2cc(Br)ccc2[nH]c1=O,-11.6
Cc1ccc2nc(/C(C#N)=C\c3ccc(Br)cc3)[nH]c2c1,-9.4

# The listing continues.
SMILES,VHR inh color
COc1ccc(Cl)cc1N=Cc1ccc(OC2CSC2)cc1,-29.1
CC(C)NC(=O)c1ccc(CN2CCC(Cc3ccccc3)CC2)cc1,20.3
Nn1cnc2c(c1=O)C1(CCCC1)Cc1ccccc1-2,-38.2
O=C1CSC(=S)N1/N=C/c1ccc(OCCOc2ccc(Br)cc2)cc1,9.1
CCCOc1ccc(C2C(C#N)=C(C)NC3=C2C(=O)CC(C)(C)C3)cc1OC (centres undefined),-33.4
COc1cc(C=O)ccc1Oc1ccc([N+](=O)[O-])cc1,-12.1
O=[N+]([O-])c1ccccc1S(=O)(=O)Oc1ccc(/C=N/n2cnnc2)cc1,-8.9
CC(NC(=O)CCC(=O)NC(C)C1COc2ccccc2O1)C1COc2ccccc2O1 (centres undefined),-3.7
COc1ccccc1C1CC(=O)Nc2ccc3ccccc3c21 (centres undefined),5.3
O=C(Nc1cccnc1)c1cc(-c2cccs2)nc2ccccc12,2.6
COc1ccc2nc(NC(=O)c3ccc(S(=O)(=O)N(C)C)cc3)sc2c1,-10.6
CCN1C(=O)/C(=C\c2ccc(-c3ccccc3C(=O)OC)o2)SC1=S,-24.4
O=C(Nc1nc2ccc(Cl)cc2s1)C(c1ccccc1)c1ccccc1,-2.5
CN(C)c1cccc(C(=O)NC2CCCCCC2)c1,-9.6
O=C(Nc1ccc(Cl)cc1)c1ccc(S(=O)(=O)c2ccccc2)cc1,-4.1
Cc1cc(=O)n2[nH]c(-c3cccc(Cl)c3)cc2n1,5.4
COc1cc([N+](=O)[O-])ccc1NC(=O)c1ccc(C)c(C)c1,-12.2
CN(C)c1ccc(-c2c(C#N)c(N)[nH]c(=S)c2C#N)cc1,-0.8
O=C(Nc1cccc2ccccc12)c1ccc(CN2CCc3ccccc3C2)cc1,1.6
CN1CCN(C(=O)c2cc3nc(-c4ccc([N+](=O)[O-])cc4)cc(C(F)(F)F)n3n2)CC1,-17.8
COc1ccc2oc(=O)c(C(=O)Nc3ccccc3C(=O)O)cc2c1,-0.8
CCOc1ccc(N(CC(=O)N2CCOCC2)S(=O)(=O)c2ccc(Cl)cc2)cc1,-10.5
COc1ccccc1N1CCN(C(=O)C2C3C=CC(C3)C2C(=O)O)CC1 (centres undefined),-34.5
CSCCC(NC(=O)/C(=C\c1ccco1)NC(=O)c1ccco1)C(=O)O (centres undefined),14.3
Cc1cccc(CN2CCN(Cc3ccc(F)cc3)CC2)c1,8.5
# Later entries.
SMILES,VHR inh color
COC(=O)/C(=C/c1ccccc1)C(C)=O,-14.9
CCc1[nH]nc(C(=O)N/N=C/c2cccnc2)c1C,-2.1
NS(=O)(=O)c1cccc(NC(=O)c2ccc([N+](=O)[O-])cc2)c1,-3.2
Cc1cccc(NC(=O)C(=O)NCc2ccc3c(c2)OCO3)c1C,-5.2
O=c1oc2cc(OCc3ccccc3F)ccc2c2c1CCCC2,-9.7
COc1ccc(C(=O)Nc2nnc(Cc3ccccc3)s2)cc1OC,-28.0
CN(C)c1cccc(C(=O)Nc2ccc(Cl)cc2Cl)c1,-23.3
CCOc1ccc(C(=O)Nc2ccc(NC(=O)c3ccccc3)cc2)cc1[N+](=O)[O-],12.9
CCOC(=O)C(=O)Nc1ccc(N(C)C)cc1,4.4
CC(C)c1ccc(CNC(=O)CSc2nc3ccccc3[nH]2)cc1,12.3
COC(=O)C(CC(C(=O)OC)C(=O)OC)C(=O)OC,-17.9
Fc1ccccc1NCn1cnc2ccccc21,-1.9
CSc1ccc(/C=C2/SC(=S)N(CC(=O)O)C2=O)cc1,-22.5
COC(=O)c1ccc(N2C(=O)c3ccc(OC)c(OC)c3C2=O)cc1,-5.4
Cc1cc(OCC(O)CN2CCN(CCO)CC2)cc(C)c1Cl (centres undefined),-2.0
Cc1c(Cc2ccccc2)c(=O)oc2cc(OCC(=O)N(C)C)ccc12,-9.8
Cc1ccc(C(C)C)c(OCC(=O)N/N=C/c2cc(I)cc(I)c2O)c1,-5.7
CC(C)CC1CCCCC1OC(=O)CN1CCCCC1 (centres undefined),-11.0
Cc1ccc(N2C(=O)CC(Nc3ccc(N4CCOCC4)cc3)C2=O)cc1 (centres undefined),-10.2
Cc1cccc(C)c1NC(=O)c1ccc2c(c1)OCCO2,-9.9
CC1CCN(CCC(=O)N/N=C/c2c[nH]c3ccccc23)CC1,3.0
Oc1c(Br)cc(Br)cc1/C=N/c1ncn[nH]1,-6.4
Cc1ccc(C(=O)NC(=S)Nc2ccc(N3CCCCC3)cc2)cc1,-0.1
CC(C)(C)OC(=O)NNC(=O)c1ccc(Cl)cc1,-11.1
CC(C)Oc1ncnc2sc3c(c12)CCCC3,1.6
# Following part.
SMILES,VHR inh color
CCOc1cc(C2C(C(=O)OCCOC)=C(C)NC3=C2C(=O)CC(C)(C)C3)ccc1OC(C)=O (centres undefined),-0.3
C/C(=N/NC(=O)CN(c1cccc(Cl)c1)S(=O)(=O)c1ccccc1)c1ccccc1O,-31.2
CCC(=O)N1c2ccccc2NC2=C(C(=O)CC(c3ccco3)C2)C1c1ccc(N(CC)CC)cc1 (centres undefined),-4.5
Cc1cc(C)cc(CSCC(=O)Nc2ccc(C(C)C)cc2)c1,8.5
COc1cc(CN2CCN(S(=O)(=O)c3ccc(C)cc3)CC2)cc(OC)c1O,-5.3
CCOc1ccc(N(CC(=O)NCCCN(C)C)S(C)(=O)=O)cc1,8.3
O=S(=O)(Cc1ccccc1)c1nc2ccccc2n1Cc1ccc(Cl)c(Cl)c1,-18.7
Cc1ccc(C2(c3ccc(C)cc3)CC2C(=O)Nc2cccnc2)cc1 (centres undefined),-5.6
Cc1cc(-c2ccccc2)nc2cc(C(=O)Nc3ccc(Cl)cc3)nn12,20.6
Cc1ccccc1OCCNc1cc(N2CCOCC2)ccc1[N+](=O)[O-],-4.1
COc1ccc(C2Nc3ccccc3-c3nnc(SC)nc3O2)c(OC)c1 (centres undefined),-10.9
CCn1cc(C(=O)NN)c(=O)c2cc([N+](=O)[O-])ccc21,-0.7
O=C(/C=C/c1ccc(-c2ccc(Br)cc2)o1)c1ccc([N+](=O)[O-])cc1,2.2
CCN1C(=O)/C(=C\c2cccc(C(F)(F)F)c2)SC1=S,-17.9
O=C(Nc1sc2c(c1C(=O)N1CCCCC1)CCCC2)c1ccccc1F,-5.1
c1ccc2c(c1)OCC(c1csc(C3COc4ccccc4O3)n1)O2 (centres undefined),4.2&-8.5
O=C(NCC1CCCO1)c1cnn2c(C(F)(F)F)cc(-c3ccc4c(c3)OCO4)nc12 (centres undefined),-25.1
Cc1ccc2oc(-c3cccc(NC(=O)COc4ccccc4[N+](=O)[O-])c3C)nc2c1,7.3
O=C(NC(=S)Nc1ccccc1O)c1ccc(Br)cc1,-27.6
O=C1C2ON(c3ccccc3)C(c3ccc(F)cc3)C2C(=O)N1c1ccc(N2CCOCC2)cc1 (centres undefined),-11.5
COc1ccc(/C=C/C(=O)NCc2ccc(OC)cc2)cc1,-37.2
CCOc1ccc(NC(=S)NCCc2ccc(S(N)(=O)=O)cc2)cc1,-2.1
O=C(c1ccccc1F)N(c1ccccc1)C1C=CS(=O)(=O)C1 (centres undefined),-20.9
O=C(O)Cn1c(SCCOc2ccc(Cl)cc2)nc2ccccc21,-17.9
Cc1cc(/C=C2\C(=O)NC(=O)N(c3ccc(Cl)cc3)C2=O)c(C)n1-c1cccnc1,-3.0

# A draw from above in order of number of heavy atoms, rising.
SMILES,VHR inh color
COc1ccc(/C=C/C(=O)NCc2ccc(OC)cc2)cc1,-37.2
CCOc1ccc(N(CC(=O)NCCCN(C)C)S(C)(=O)=O)cc1,8.3
O=C(/C=C/c1ccc(-c2ccc(Br)cc2)o1)c1ccc([N+](=O)[O-])cc1,2.2
Cc1cc(-c2ccccc2)nc2cc(C(=O)Nc3ccc(Cl)cc3)nn12,20.6
Cc1ccc2oc(-c3cccc(NC(=O)COc4ccccc4[N+](=O)[O-])c3C)nc2c1,7.3

# Single entries from the results shown.
# In VHR inh color, `Cc1ccccc1OCCNc1cc(N2CCOCC2)ccc1[N+](=O)[O-]` is entered as -4.1
# In VHR inh color, `Cc1cc(C)cc(CSCC(=O)Nc2ccc(C(C)C)cc2)c1` is entered as 8.5

# Further records follow:
SMILES,VHR inh color
COc1ccc(C(=O)Nc2ccc(Br)cc2)cc1OC,-15.5
O=C(NC(=S)Nc1cc([N+](=O)[O-])cc(Cl)c1O)c1ccc(Br)cc1,4.8
CCC1CCc2c(sc(NC(=O)c3ccccc3[N+](=O)[O-])c2C(=O)OC)C1 (centres undefined),-9.6
Cc1ccc(N2C(=O)CC(N3CCc4ccccc4C3)C2=O)cc1 (centres undefined),-19.7
O=C(O)c1ccccc1C(=O)c1cc([N+](=O)[O-])ccc1Cl,-1.8
CCN(Cc1ccccc1)S(=O)(=O)c1ccc(NC(C)=O)cc1,-17.0
C/C(=C/C(=O)C(F)(F)C(F)F)NCCN/C(C)=C\C(=O)C(F)(F)C(F)F,-12.6
COc1cc(/C=N/NC(=O)CCNc2n[nH]c(=O)[nH]c2=O)cc(Br)c1O,1.7
Cc1ccc(C(=O)Nc2ccccc2C(=O)N2CC(C)OC(C)C2)cc1 (centres undefined),3.2
COc1cc(/C=C/C(=O)c2c(-c3ccccc3)c3cc(Br)ccc3[nH]c2=O)cc(OC)c1OC,-5.2
COc1cc(/C=N/N2C(=O)CSC2=S)ccc1OCCOc1ccc(C)c(C)c1,-18.1
COC(=O)c1c(-c2ccc(OC)cc2)csc1N,30.2
COCCCNC(=O)c1cc(C(=O)OC)cc([N+](=O)[O-])c1,3.6
CCN(CC)CCCCCCOc1ccc(C)c(C)c1,-14.7
N/C(=N\OC(=O)c1ccc(Br)cc1)c1ccc([N+](=O)[O-])cc1,-10.6
CCOC(=O)c1c(N)nc(C)n1-c1ccc(OC)cc1,7.6
O=C(Oc1ccc(Cl)c(Cl)c1)c1ccc([N+](=O)[O-])cc1,-8.1
COc1ccc(-c2cc(=O)n3[nH]c(-c4ccc(Br)cc4)cc3n2)cc1,-28.6
CC1=C(c2ccccc2)[N+](=O)C(C)(c2ccc(C)cc2)N1[O-] (centres undefined),-7.2
COc1ccccc1NC(=O)c1ccccc1-c1ccccc1C(=O)O,-2.5
O=C(COc1ccc2ccccc2c1)Nc1ccc(I)cc1Cl,6.8
Nc1ccc2oc(-c3cccc4c(Br)cccc34)nc2c1,-13.4
COc1ccc(CCNC2CC(=O)N(CCc3ccccc3)C2=O)cc1 (centres undefined),-20.8
CS(=O)(=O)N(CC(=O)O)c1ccc(Cl)cc1,-1.8
COc1cc(NC(=O)c2ccc(Cl)cc2)c(Cl)cc1N,-5.0

# Reprinted at random: two compounds from above.
SMILES,VHR inh color
Nc1ccc2oc(-c3cccc4c(Br)cccc34)nc2c1,-13.4
Cc1ccc(N2C(=O)CC(N3CCc4ccccc4C3)C2=O)cc1 (centres undefined),-19.7

# Going on with the list.
SMILES,VHR inh color
CCC1=NN2C(=N)/C(=C/c3ccc(-c4cccc(C(=O)O)c4)o3)C(=O)N=C2S1,-21.0
CC1=C(C(=O)OC2CCCC2)C(c2ccccc2)C2=C(CC(C)(C)CC2=O)N1 (centres undefined),-15.4
CCOc1cc(C(=O)Nc2cccc3c2C(=O)c2ccccc2C3=O)cc(OCC)c1OCC,-18.5
Cc1ccc2nsnc2c1NC(=O)c1ccc(-c2cccc([N+](=O)[O-])c2)o1,-3.0
COc1ccccc1N1CCN(C(=O)c2c(Cl)cccc2Cl)CC1,32.5
CC(=O)Nc1nc(O)c(/C=C2/C(C)=Nc3ccccc32)s1,36.7
CCN(CC)CC(O)Cn1c2c(c3ccccc31)CCCC2=O (centres undefined),51.6
CC(NC=O)c1ccc(Br)cc1 (centres undefined),-26.3
